WT yeast gro inh – growth inhibition of WT yeast, mitochondrial fusion screen | mitochondrial fusion phenotypic screen, WT strain | inhibition, % at 10 µM | 2.1% of 190,000 active; in the data active = inhibition above about 58%; tested in S. cerevisiae
Hep lipid drop – modulators of hepatic lipid droplet formation | AID 1656 | 0.4% of 240,000 active | AML12 mouse hepatocytes, oleate lipid droplets, BODIPY imaging | inhibition, % at 6.5 µM;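 active = lipid droplet intensity inhibited by at least 50%, with more than 500 cells counted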
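Material: mouse AML12 hepatocyte cell line, fixed after treatment; Timing: compound with oleate, overnight; Technique: high-content imaging of BODIPY-stained droplets and DAPI nuclei; Probe or stimulus: oleate, 100 µM final; Dosing: compound at 6.5 µM only.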
Dynein cargo inh – blocks dynein driven cargo transport along microtubules; 0.47% of 220,000 active; 3617.4 mouse cells, GR-EGFP nuclear translocation imaging; test concentration mostly 20 µM; stimulated with dexamethasone, 1 µM; stronger effect = lower value; z-score, hits read low; AID 1381;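 active = plate z-score of nuclear minus cytoplasmic receptor signal below a set negative limit, without overly bright fluorescence or cell loss, cut at about -3.5 in these data, passing the limit was not always enough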;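 also: z-score of nuclear minus cytoplasmic ring GR-EGFP intensity difference per well; some compounds called inactive have numbers as strong as hits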
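Buffer or medium: tet-free, stripped-serum medium; reagent: dexamethasone at 1.0 µM final, 30 min; incubation: 48 h induction, 1 h compound, 30 min dex at 37 °C; measured by: formaldehyde fixation, Hoechst nuclear stain, 10x automated fluorescence imaging; read-out: nuclear-to-cytoplasmic GR-EGFP distribution per well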
XIAP displacement – small molecules displacing peptide from XIAP – biochemical, IAP family, fluorescence polarization (AID 1018) | XIAP BIR domain, fluorescence polarization peptide displacement; higher % means a stronger effect | one-dose displacement, % at 20 µM; IC50 in µM for titrated hits | 0.007% of 200,000 active; in the data active = displacement above about 50%; also: a part of the inactive calls stands beside numbers as strong as those of hits
Insulin prom up – MIN6 insulin promoter up-regulation | 0.3% of 190,000 active | z-score at 5 µM | MIN6 insulin promoter-GFP reporter, high-content imaging; stronger effect = higher value;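 active = z-score above 3 at 5 µM with at least 500 cells counted in the well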
MT stabilizer – microtubule stabilizers in HeLa cells. HeLa tubulin immunostaining HCS, 24 h; share of cells brighter than vehicle mean+2SD. % tubulin-high responders, % at 10 µM. 0.83% of 200,000 active. AID 2205;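 active = plate Z-score above 3 for both tubulin-high and condensed-nucleus cell shares, with cell loss under 80%, at 10 µM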;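 also: anti alpha tubulin signal scored within the nucleus-defined area of each cell; some results filed as inactive read as strong as hits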
Autophagy HCS – modulators of autophagy; MEF GFP-LC3 puncta imaging; test concentration mostly 10 µM; calls only at 10 µM (by protocol); 0.98% of 190,000 active; AID 463193;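 active = percentage of spot-positive cells more than 3 SD above its plate mean, without a fluorescence outlier flag or 80% toxicity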;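 also: spot-positive cell cutoff set from DMSO-treated cells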
bCat nuc transl – beta-catenin nuclear translocation modulation. HeLa beta-catenin nuclear translocation, immunofluorescence imaging. nuclear translocation activity, % at 5 µM. 0.3% of 190,000 active. AID 1665;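 active = nuclear translocation activity above 50% at 5 µM, with a well cell count of 50 or more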;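 also: per-cell ratio of nuclear to cytoplasmic median beta-catenin stain intensity; plate controls were DMSO negative control for no effect and GSK-3 inhibitor IX positive control for full effect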
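Technique: fluorescence imaging of beta-catenin antibody stain plus DAPI / Material: human HeLa cell line / Incubation: compound treatment 24 h, 37°C, 5% CO2 / Read-out basis: % activation of per-cell nuclear versus cytoplasmic median beta-catenin signal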
CSM14.1 death rescue – protection against thapsigargin-triggered cell killing – 384-well, CSM14.1, ATP luminescence, primary screen (AID 1222); CSM14.1 thapsigargin-induced death rescue, ATP luminescence; higher % means a stronger effect; cellular ATP content (survival), % at 20 µM; hits with a dose series show EC50 in µM; 190,000 tested, under 10 active;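 active = EC50 below 50 µM in the dose-response confirmation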;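 also: death triggered by thapsigargin at about 15 µM added after 2 h compound pretreatment; cell ATP read after overnight thapsigargin exposure of roughly 18 to 22 hours; normalized against plate controls of thapsigargin alone and 5% DMSO vehicle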
WT yeast gro inh mutant strain – recorded beside WT yeast gro inh, whose call it bears; inhibition, %; mitochondrial fusion phenotypic screen, mutant strain inhibition
Dynein cargo inh cytoplasmic EGFP – also measured in Dynein cargo inh; calls as there; z-score; measured here: cytoplasmic GR-EGFP intensity; stronger effect = higher value
Dynein cargo inh nuclear GR-EGFP – second read-out of Dynein cargo inh, no call of its own (marks repeat the call); z-score; measured here: nuclear GR-EGFP intensity;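 lower value marks the stronger effect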
Dynein cargo inh cell count – further read-out of Dynein cargo inh, marked with its call; z-score; measured here: cell count per field
Insulin prom up cell count – second read-out of Insulin prom up, no call of its own (marks repeat the call); cell count; measured here: cytotoxicity, nuclei count;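 total cells summed across four imaged fields per well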
Hep lipid drop cells 6.5 µM – recorded beside Hep lipid drop, whose call it bears; cell count; measured here: cell count, cytotoxicity flag;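 cells counted across two imaged fields per well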
bCat nuc transl cell count 5 µM – second read-out of bCat nuc transl, no call of its own (marks repeat the call); cell count; measured here: cell count, cytotoxicity flag
MT stabilizer Hoechst-high % – recorded beside MT stabilizer, whose call it bears; % Hoechst-high responders; measured here: nuclear condensation Hoechst responders;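 share of cells brighter than vehicle mean plus two SD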
MT stabilizer cytotoxicity % – second read-out of MT stabilizer, no call of its own (marks repeat the call); toxicity, %; measured here: cytotoxicity by cell density;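 0% = mean cell density of plate MIN control wells and 100% = no cells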
Autophagy HCS cell loss 18 h – second read-out of Autophagy HCS, no call of its own (marks repeat the call); toxicity, %; measured here: cell loss, nuclei count;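 cell loss after 18 h compound exposure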
* hit, by the source's call; i = inactive; . = not tested or not shown; + = active, no number.

SMILES	WT yeast gro inh	WT yeast gro inh mutant strain	Hep lipid drop	Hep lipid drop cells 6.5 µM	Dynein cargo inh	Dynein cargo inh cytoplasmic EGFP	Dynein cargo inh nuclear GR-EGFP	Dynein cargo inh cell count	XIAP displacement	Insulin prom up	Insulin prom up cell count	MT stabilizer	MT stabilizer Hoechst-high %	MT stabilizer cytotoxicity %	Autophagy HCS	Autophagy HCS cell loss 18 h	bCat nuc transl	bCat nuc transl cell count 5 µM	CSM14.1 death rescue
CCOc1ccc2nc(N3C(=O)/C(=C/c4ccc(Cl)cc4)NC3=S)sc2c1	-15.6	-4.9	11.1	538	1.39	3.4	1.57	0.844	-5.0%	0.76	1428	8.5	3.1	4.1	+	9.4*	-6.6	1158	1.7%
COc1cccc(/C=C/C(=O)OCC(=O)Nc2ccc(N3CCOCC3)cc2)c1OC	-0.5	-24.9	6.5	680	-0.938	-0.217	-0.458	1.15	0.7%	-0.89	1189	4.1	2.4	6.4	i	-5.9	0.5	1040	-1.4%
Cc1cccc(C(C)C)c1NC(=O)COC(=O)COc1ccc2c(C)cc(=O)oc2c1	4.3	5.1	-5.7	600	-0.264	-0.301	-0.28	0.455	-7.2%	0.28	1523	4.0	1.7	8.4	i	8.2	1.8	1065	-0.4%
COCCSc1nnc(-c2cnccn2)o1	3.4	-5.0	.	.	-0.987	1.19	-0.259	0.814	-7.2%	0.2	1155	3.1	4.0	4.2	i	-2.1	-2.0	1168	1.0%
COC(=O)c1ccccc1NC(=O)C1CC(=O)N(c2ccccc2)C1 (stereo not drawn)	-8.3	-4.4	-25.6	610	0.193	-0.186	0.24	1.03	-3.1%	-0.53	1186	2.5	2.0	17.3	i	6.7	.	.	.
Cn1c(=O)c2ccccc2n(Cc2ccccc2F)c1=O	-15.1	-2.0	.	.	0.977	-0.226	0.714	-1.01	-1.4%	-0.74	913	4.3	2.7	4.1	i	0.6	0.9	1124	-0.3%
CCOC(=O)c1[nH]c2ccc(OC)cc2c1NC(=O)CCN1CCC(C)CC1	-1.5	-7.6	-2.9	760	0.422	-0.205	0.542	-0.581	-0.1%	0.74	836	1.0	1.2	10.0	i	-3.7	.	.	-2.7%
Cc1cc(C(=O)CSc2nnnn2-c2ccc(O)cc2)c(C)n1C	-0.9	-9.6	2.3	660	-0.689	0.293	0.142	-0.502	-10.7%	.	.	2.2	1.8	4.4	i	1.5	-4.2	995	-1.3%
N/C(=N\OC(=O)C1CCCCC1)c1ccccn1	6.0	-3.4	.	.	-0.383	0.43	-0.125	0.348	-3.9%	0.46	1637	1.3	1.1	8.2	i	-0.2	0.5	1388	-4.2%
CCOC(=O)c1cc2c(nc1NC(=S)Nc1ccccc1)CC(C)(C)OC2	-8.1	8.3	1.1	569	0.0936	-0.229	-0.0885	-0.177	-3.5%	-0.08	1456	5.5	2.3	6.2	i	14.4	-1.4	1087	2.2%
CC1=NC(Nc2nc(C)c3ccccc3n2)=NC(C)(C)C1	23.7	17.1	-18.2	660	-0.877	-0.012	-0.0268	0.892	-4.3%	-0.74	1198	2.0	1.4	14.2	i	9.2	-0.5	1077	.
COc1cc2nc(NCC3CCCO3)n3nc(-c4cccnc4)nc3c2cc1OC (stereo not drawn)	13.6	15.5	33.4	801	0.466	-0.142	0.347	-0.402	-5.3%	-0.6	893	2.6	3.3	15.5	i	-12.3	.	.	-2.0%
COc1ccccc1NC(=O)CN(C)S(=O)(=O)c1ccc(F)cc1	3.2	18.6	-14.0	739	0.248	-0.228	0.464	0.189	-4.0%	-0.14	1359	3.7	2.0	2.7	i	-5.1	-1.3	1040	-2.5%
N#Cc1c(N)nc2c(c1N)CC(C(F)(F)F)O2 (stereo not drawn)	-7.7	1.1	-27.1	677	0.639	-0.196	0.458	-0.506	-2.4%	0.97	1336	1.2	1.3	2.7	i	26.8	-3.6	1032	-1.9%
CC(=O)C(Sc1nc(NC(C)(C)C)nc(N(C)C)n1)C(C)=O	7.1	14.9	.	.	-0.0445	-0.187	0.318	0.546	-2.8%	0.63	1035	3.1	2.4	1.0	i	22.1	0.9	802	1.9%
CCOc1ccc(NC(=O)CCS(=O)(=O)c2cccc3nsnc23)cc1	-8.7	1.5	-2.7	767	2.08	-0.109	1.66	-0.956	-5.0%	0.32	1329	2.2	2.6	9.6	i	1.3	-0.9	1151	0.8%
CCCCNC(=O)c1cc2c(=O)n3cccc(C)c3nc2n(CCN2CCOCC2)c1=N	3.4	14.9	-18.6	645	0.0408	-0.107	0.458	0.209	-3.0%	-0.65	1280	2.6	2.7	8.8	i	-8.4	.	.	-0.4%
CC(C)NC(=O)c1ccccc1NC(=O)CCc1ccccc1	4.4	1.0	-4.6	724	-0.711	-0.181	-0.138	-0.309	-0.5%	.	.	2.8	1.9	3.4	i	-20.0	0.4	1171	-1.3%
O=S(=O)(c1cccc(-c2csc(-c3ccccc3)n2)c1)N1CCOCC1	24.9	16.6	.	.	-0.852	-0.21	-0.0638	0.63	-4.6%	0.26	1202	5.7	2.2	7.4	i	-5.6	-5.9	977	-1.4%
N#Cc1cccc(NC(=O)C2SC(=Nc3ccccc3)C(C(=O)N3CCOCC3)=C2N)c1 (stereo not drawn)	-2.4	-6.8	1.4	676	-0.958	-0.07	-0.583	-0.00539	-8.6%	-0.87	1365	2.8	2.2	7.7	i	-3.4	.	.	-0.3%
COC(=O)c1ccc(CSc2nc3ccc(S(=O)(=O)N4CCOCC4)cc3[nH]2)cc1	-21.7	-2.4	-5.9	603	-0.581	-0.23	-0.254	0.105	-10.7%	1.87	1518	5.5	2.0	13.1	i	6.6	-2.5	1069	0.2%
COc1ccc(C(c2c(C)[nH]n(-c3ccccc3)c2=O)c2c(C)[nH]n(-c3ccccc3)c2=O)cc1OC	22.0	10.8	-5.0	531	1.08	-0.169	1.03	-1.76	-4.4%	0.14	1574	2.5	1.8	2.8	i	21.5	0.8	1154	1.0%
CC(=O)N[C@H]1C[C@@H]1c1ccccc1	-10.6	-9.9	-1.7	646	2.06	-0.22	1.7	-1.86	-1.1%	-0.01	1853	4.7	1.7	5.4	i	-3.4	0.1	1073	-3.3%
COc1cccc(NC(=O)COC(=O)c2nc3nccc(C)n3n2)c1	-18.6	-9.4	.	.	1.34	0.0524	0.251	-1.83	-4.8%	-0.34	1461	2.7	1.5	1.2	i	3.4	-0.7	1237	-1.2%
CCOC(=O)c1cc2occc2n1CC(=O)NC1CCC(C)CC1 (stereo not drawn)	-2.8	26.7	.	.	-0.677	-0.174	-0.29	0.389	1.6%	-0.4	1334	1.8	0.9	7.0	i	42.9	-0.7	1139	1.8%
CCCc1nc2c(nnn2Cc2ccccc2Cl)c(=O)[nH]1	-16.1	-0.2	6.2	698	-0.725	-0.369	-0.326	0.515	-2.5%	0.24	1645	2.6	1.1	5.2	i	-7.3	-1.2	1019	-0.9%
Cc1ccn2cc(-c3ccc(Br)cc3)nc2c1	.	.	-24.8	687	-0.605	1.71	-0.0365	0.721	.	-0.58	1270	.	.	.	.	.	0.8	1331	.
O=c1c(Cl)c(O)c2cccc3c4ccccc4n1c23	-4.9	-25.3	1.6	705	-0.1	-0.0865	0.9	-0.224	3.5%	-0.17	1285	4.6	2.7	1.3	i	-46.4	5.0	540	-2.3%
CC(C)c1onc(C(=O)Nc2cccc(Cl)c2)c1[N+](=O)[O-]	-0.8	18.9	3.7	682	-0.424	-0.29	0.00637	0.489	-8.4%	0.25	1342	1.2	1.0	7.2	i	21.9	0.2	1103	-16.9%
COc1ccc(NC(=O)CN2C(=O)C(c3ccccc3)=NC23CCCCCC3)cc1OC	1.2	-4.7	-1.9	685	0.493	-0.233	0.814	-0.802	-3.2%	-0.38	1293	3.7	3.0	9.5	i	-9.1	1.6	1129	-2.5%
O=C(Nc1nnc(SCc2ccc(F)cc2)s1)C1Cc2ccccc2CN1C(=O)c1ccco1 (stereo not drawn)	27.7	0.9	.	.	-0.546	-0.129	0.43	0.114	-10.9%	-0.25	1574	1.6	1.1	10.0	i	11.6	-0.7	1228	-0.3%
CCNC(=O)CCSc1nc(C)cc(C)n1	-1.5	-15.2	1.8	711	-0.75	0.0587	-0.368	0.733	-1.0%	1.46	1360	2.0	1.3	7.0	i	-4.3	-0.8	1115	.
CCN1C(=O)/C(=C/c2nc3ccccc3c(=O)n2-c2ccc(C)cc2)c2ccccc21	4.3	1.9	-15.6	355	0.19	0.12	0.309	-1.24	-16.2%	-0.65	1127	3.7	2.3	1.6	i	8.1	2.3	1012	-0.9%
Nn1c(SCC(=O)N2CCCCCC2)nnc1-c1ccncc1	-7.4	0.4	-15.8	799	2.18	-0.411	0.86	-0.598	-6.6%	0.53	929	1.4	1.8	4.8	i	2.1	2.6	984	-0.2%
CCCCC(=O)Nc1ccc(C(=O)NCCc2ccc(S(N)(=O)=O)cc2)cc1	1.2	2.7	2.9	721	0.24	0.894	0.495	1.19	-1.3%	-0.32	1257	3.6	2.5	2.7	i	-5.8	-1.9	1114	-0.5%
